miR-122 sensor: miR-122 inhibition in Huh7 cells; AID 602342; 340,000 compounds, 0.3% hits; activation (reporter increase), % at 12.5 µM; Huh7 miR-122 Renilla luciferase sensor, 48 h; neutral wells = 0, positive control = 100;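 active = mean replicate activation score at least 90 and every replicate individually at or above 90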;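 also: higher luciferase means less miR-122 activity so hits act as miR-122 inhibitors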
PAX8 reporter: lowers PAX8-driven luciferase in RMG-I cells; AID 652154; inhibition, % at 12.6 µM; 360,000 compounds, 1.2% hits; RMG-I TPO-luciferase reporter, SteadyGlo, 24 h;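 active = mean replicate inhibition at least 60% with every replicate also reaching 60%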;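 also: luciferase light reporting Pax8 driven TPO promoter activity; plate controls were median of neutral control wells for no effect and mitoxantrone controls for full effect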
FN deposit inh: fibronectin deposition inhibition. AH1F fibroblasts, Alexa488-fibronectin deposition fluorescence, overnight. inhibition, % at 12.6 µM. 350,000 compounds, 0.086% hits;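 active = mean inhibition across replicates of 30% or more, regardless of how many single replicates reach that level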;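 also: positive control wells lacked labelled fibronectin entirely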
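Assay system: AH1F fibroblasts assembling fluorescent fibronectin matrix; Amount: 10000 AH1F cells per well; Buffer or medium: DMEM, 2% serum; Probe or stimulus: Alexa488-fibronectin, 24 nM final in well; Doses: single compound dose, delivered by pin transfer; Incubation: 1 h adhesion, overnight exposure; Measured by: fluorescence 485/525 nm; Read-out: fibronectin deposition inhibition.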
PGC1a acetyl inh: lowers PGC1a acetylation signal in U2OS cells | AlphaScreen anti-acetyl-lysine; with virally co-expressed GCN5 acetyltransferase | 350,000 compounds, 0.17% hits | inhibition, % at 15.6 µM | AID 651687;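 active = every replicate shows inhibition of at least 40%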;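 also: 0% = neutral control wells and 100% = positive control wells; some results beyond the cut were filed as inactive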
Cneo AK release: Cryptococcus neoformans lysis via adenylate kinase release. 360,000 compounds, 0.2% hits. AID 651654. C. neoformans lysis, adenylate kinase release luminescence, 4 h; normalised: neutral wells 0, clomiphene wells 100. lysis activity, % at 15 µM;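 active = mean lysis activity across replicates of at least 80%, whatever share of replicates individually reach that level; inactive = mean lysis activity below 80%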
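read-out = cell lysis signal | test system = log-phase Cryptococcus neoformans yeast cells | input = cells at 5 × 10^6 per mL | medium = fresh YPD growth medium | signal = luminescent adenylate kinase detection reagent | timing = 4 h at 37 °C static, read 1 h later | dosing = single dose | controls = Clomiphene as positive lysis control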
LGR2 antag: Drosophila LGR2 receptor signaling inhibition. inhibition, % at 9.99 µM. 380,000 compounds, 0.35% hits. HEK293 LGR2, CRE-luciferase, bursicon-stimulated, 4 h;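 active = drop in luminescence signal, shown as inhibition above about 50% in the replicate tests, limit read from the data, passing the limit was not always enough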;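 also: agonist challenge used bursicon conditioned medium at about half maximal strength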
CASP6 VEID inh: inhibitors of human caspase-6 | 350,000 compounds, 0.53% hits | P55212 | purified caspase-6, Z-VEID-R110 cleavage fluorescence | AID 686996 | inhibition, % at 12.5 µM;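 active = mean inhibition across replicates at least about 35%, with every replicate also reaching that limit, limit read from the data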;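 also: 0% = median of neutral control wells and 100% = no fluorescence left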
Target sequence (P55212 24-179 limits assumed): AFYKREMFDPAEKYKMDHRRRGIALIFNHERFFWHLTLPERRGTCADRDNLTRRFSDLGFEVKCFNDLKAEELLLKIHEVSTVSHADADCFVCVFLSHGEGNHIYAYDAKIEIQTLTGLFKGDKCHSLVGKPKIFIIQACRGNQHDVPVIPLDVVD
Target sequence (P55212 194-293 limits assumed): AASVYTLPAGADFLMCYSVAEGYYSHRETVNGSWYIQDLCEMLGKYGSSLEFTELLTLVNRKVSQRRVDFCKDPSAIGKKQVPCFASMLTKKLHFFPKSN
EWS-Fli inh: EWS/Fli transcriptional activity inhibition; A673 NR0B1-luciferase reporter, viability-normalised; 350,000 compounds, 0.67% hits; inhibition, % at 12.6 µM;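 active = mean inhibition of at least 50% after viability correction, with every replicate also passing that limit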;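 also: firefly luciferase signal divided by Alamar Blue viability fluorescence both relative to DMSO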
The depositor's hits bear a star; . = no result given; & = joins results of further samples; [ ] = another dose, or the depositor's remark.

no.	compound	miR-122 sensor	PAX8 reporter	FN deposit inh	PGC1a acetyl inh	Cneo AK release	LGR2 antag	CASP6 VEID inh	EWS-Fli inh
1	CCOc1ccccc1Nc1nnc(SCc2nnc(-c3cc(OC)c(OC)c(OC)c3)o2)s1	4	27	-9	1	0	13	.	.
2	C=CCN(C(=O)Cn1nnc2ccccc21)C(C(=O)NCCOC)c1ccc(OC)cc1OC (configuration not stated)	1	.	2	5	1	.	.	.
3	Cc1cc(NC(=O)c2ccc(NC(=O)C3CC3)cc2)no1	.	-19	-3	.	.	-16	1	-19
4	Cc1ccccc1NC(=O)COC(=O)c1ccc(S(=O)(=O)N2CCCC2)cc1	.	-3	-1	.	0	17	1	-4
5	CCOC(=O)c1cc(-c2ccccc2)sc1NC(=O)C(C)N1C(=O)NC(C)(c2ccc(Cl)cc2)C1=O (configuration not stated)	-1	27	0	-2	1	.	.	.
6	CC1=C(C(=O)OC(C)C)C(c2c[nH]c3ccccc23)n2ncnc2N1 (configuration not stated)	-8	33	4	-32	1	-5	1	0
7	C[C@H]1CN([C@@H](C)CO)C(=O)c2cc(Br)cnc2O[C@@H]1CN(C)Cc1cccc(F)c1	3[16.7 µM]	.	-10	-9	-2	-28	1	5
8	COc1ccc2c3c(n(C)c2c1)[C@@H](CO)N(Cc1ccncc1)CC31CN(C(=O)C2CCCCC2)C1	.	-15	-4	-5	.	0	.	-8
9	O=C(COc1ccc2ccccc2c1)NNC(=O)c1ccccc1	-4	2	-4	-5	1	-12	0	-1
10	O=c1[nH][nH]c(C(F)(F)F)c1C=Nc1ccccc1	-6	6	-1	1	2	.	.	.
11	Clc1ccccc1CO/N=C1\CCCc2nonc21	2	.	.	3	8	-16	.	.
12	COc1ccc(C(C(=O)NCc2ccccc2)N(Cc2ccco2)C(=O)c2snc(C(N)=O)c2N)cc1 (configuration not stated)	.	55	4	.	-9	49	3	25
13	CC(C)NC(=O)N1Cc2cc(C(=O)NCC(F)(F)F)nc(-c3cccc(-c4cc5ccccc5o4)c3)c2[C@@H]1CCO	.	15	5&-15	-7	.	15&21	2&1	0&0
14	CCc1ccccc1NC(=O)CN(C)C(=O)COC(=O)c1ccccc1Cl	3	1	5	.	-1	7	0	-6
15	Nc1nonc1C(=O)N/N=C/c1ccncc1	.	-18	-17	.	.	9	5	17
16	C[C@H]1CN([C@@H](C)CO)C(=O)c2cccc(NS(=O)(=O)c3cn(C)cn3)c2O[C@H]1CN(C)CC1CC1	1[16.7 µM]	.	.	1	5	-15	-3	-5
17	CCn1c(=S)[nH]c2ccccc21	5	.	.	3	7	3	.	.
18	C[C@H](CO)N1C[C@H](C)[C@@H](CN(C)Cc2ccc(F)cc2)Oc2cc(C#CC3CC3)ccc2S1(=O)=O	40[16.7 µM]	.	7	.	28	16	-1	19
19	C[C@@H]1CN([C@H](C)CO)C(=O)c2cccc(NC(=O)CCCCCC(=O)Nc3ccccc3N)c2O[C@H]1CN(C)S(C)(=O)=O	.	-21	.	2	.	-8	-1	9
20	C[C@H]1CCCCO[C@H](CN(C)C(=O)c2ccncc2)[C@@H](C)CN([C@@H](C)CO)C(=O)c2cc(NS(=O)(=O)c3cn(C)cn3)ccc2O1	10[16.7 µM]	-1	.	-8	44	15	-2	-9
21	CCCNC(=O)C(Cc1ccccc1)NC(=O)c1cccc([N+](=O)[O-])c1 (configuration not stated)	-3	5	-13	3	0	17	1	-2
22	CC(=O)c1cccc(NC(=O)C2C3C=CC(C3=C(c3ccccc3)c3ccccc3)C2C(=O)O)c1 (configuration not stated)	.	-5	-25	.	2	15	8	0
23	CCC(Sc1ccc(Cl)cc1)C(=O)Nc1nnc(-c2cccc([N+](=O)[O-])c2)s1 (configuration not stated)	-6	-1	1	-4	0	12	-8	-1
24	Cc1ccc(S(=O)(=O)N/N=C/c2ccccc2O)cc1	23	29	0	0	-3	-9	.	4

Compounds listed so far with an aryl methoxy group:
no.	compound	miR-122 sensor	PAX8 reporter	FN deposit inh	PGC1a acetyl inh	Cneo AK release	LGR2 antag	CASP6 VEID inh	EWS-Fli inh
1	CCOc1ccccc1Nc1nnc(SCc2nnc(-c3cc(OC)c(OC)c(OC)c3)o2)s1	4	27	-9	1	0	13	.	.
2	C=CCN(C(=O)Cn1nnc2ccccc21)C(C(=O)NCCOC)c1ccc(OC)cc1OC (configuration not stated)	1	.	2	5	1	.	.	.
8	COc1ccc2c3c(n(C)c2c1)[C@@H](CO)N(Cc1ccncc1)CC31CN(C(=O)C2CCCCC2)C1	.	-15	-4	-5	.	0	.	-8
12	COc1ccc(C(C(=O)NCc2ccccc2)N(Cc2ccco2)C(=O)c2snc(C(N)=O)c2N)cc1 (configuration not stated)	.	55	4	.	-9	49	3	25

Later entries:
no.	compound	miR-122 sensor	PAX8 reporter	FN deposit inh	PGC1a acetyl inh	Cneo AK release	LGR2 antag	CASP6 VEID inh	EWS-Fli inh
25	O=C(NC1CC1)c1ccc(N2CCCCC2)c([N+](=O)[O-])c1	1	-47	0	.	4	-10	0	-19
26	c1ccc(-c2nc3ccccn3c2NC2CCCC2)nc1	-2	-3	10	40	-3	22	2	12
27	CN1CCN(/N=C/c2nc(-c3cccc([N+](=O)[O-])c3)n3ccccc23)CC1	.	-8	7	.	.	.	-11	-11
28	CC(C)(C)Cc1c(-c2cccc(Cl)c2)nc2ccc(Cl)cn12	-3	-31	-4	1	0	-39	-3	-38
29	CC(=O)N(C)C[C@@H]1Oc2cc(-c3cccnc3)ccc2S(=O)(=O)N([C@H](C)CO)C[C@@H]1C	-1[16.7 µM]	14	2	-5	-2	-29	-3	-2
30	Cc1ccc(NC(=O)COC(=O)c2ccc[n+]([O-])c2)c(Br)c1	.	-14	-6	.	0	1	0	-1
31	OCC[C@H]1C[C@H](O)[C@@H](O)[C@]2(Cc3ccccc3CCO2)O1	.	-13	-3	.	6	-2	0	-10
32	CCC(C)[C@H]1CNCCN1CCc1cccc(F)c1 (some centres not stated)	.	-20	-1	.	8	-2	-4	5
33	O=C1NC2(CCOc3ccccc32)C(=O)N1CC(=O)N(Cc1ccccc1)C1CCS(=O)(=O)C1 (configuration not stated)	-2	-4	3	27	-2	.	.	.
34	Cc1nc2c(c(-c3ccccc3)c1C#N)C(=O)c1ccccc1-2	-4	.	4	-17	1	.	.	.
35	CN(C)CC(=O)N1[C@@H]2c3ccc(-c4ccc(F)cc4)c(=O)n3C[C@@H]2[C@@H](CO)[C@@H]1C(=O)NC1CCCC1	13[16.7 µM]	-14	.	.	0	8	-10	-5
36	Nc1nc(SCC(=O)Nc2cccc([N+](=O)[O-])c2)n[nH]1	.	1	-11	8	2	-25	0	8

Retrieved by compound from above:
no.	compound	miR-122 sensor	PAX8 reporter	FN deposit inh	PGC1a acetyl inh	Cneo AK release	LGR2 antag	CASP6 VEID inh	EWS-Fli inh
21	CCCNC(=O)C(Cc1ccccc1)NC(=O)c1cccc([N+](=O)[O-])c1 (configuration not stated)	-3	5	-13	3	0	17	1	-2
6	CC1=C(C(=O)OC(C)C)C(c2c[nH]c3ccccc23)n2ncnc2N1 (configuration not stated)	-8	33	4	-32	1	-5	1	0
8	COc1ccc2c3c(n(C)c2c1)[C@@H](CO)N(Cc1ccncc1)CC31CN(C(=O)C2CCCCC2)C1	.	-15	-4	-5	.	0	.	-8
23	CCC(Sc1ccc(Cl)cc1)C(=O)Nc1nnc(-c2cccc([N+](=O)[O-])c2)s1 (configuration not stated)	-6	-1	1	-4	0	12	-8	-1

Additional records follow:
no.	compound	miR-122 sensor	PAX8 reporter	FN deposit inh	PGC1a acetyl inh	Cneo AK release	LGR2 antag	CASP6 VEID inh	EWS-Fli inh
37	O=[N+]([O-])c1cccc(CSC2=NCCN2S(=O)(=O)c2ccccc2)c1	.	29	.	.	8	-7	-1	.
38	C/C=C/c1ccc([C@@H]2[C@@H](CO)N(C(=O)CN3CCOCC3)[C@H]2C#N)cc1	.	-17	6	-2	-2	-8	2	11
39	Cc1ccccc1S(=O)(=O)N(C)C[C@@H]1OCc2ccccc2-c2c(n(C)c3ccccc23)C(=O)N([C@@H](C)CO)C[C@@H]1C	.	.	-11	6	0	23	4	0
40	CC(O)c1nc2ccc(Cc3ccc4nc(C(C)O)[nH]c4c3)cc2[nH]1 (configuration not stated)	8	.	.	-7	4	10	.	.
41	Cc1c(OCC(=O)NCCCN2CCOCC2)ccc2c3c(c(=O)oc12)CCC3	-7	-13	-5	-9	-1	4	2	8
42	CCOC(=O)c1sc(/N=C/C2=C(O)CC(C)(C)CC2=O)c(C(=O)OCC)c1C	.	-90	-1	.	.	-23	2	4
43	C[C@H](CO)N1C[C@H](C)[C@H](CN(C)C(=O)c2ccccc2)Oc2ncc(C#C[C@@H](C)O)cc2C1=O	-6[16.7 µM]	.	-4	1	-2	0	-1	-12
44	CCOC(=O)N1CCN(C(=O)CCn2c(=S)[nH]c3ccsc3c2=O)CC1	.	11	-1	-4	.	23	2	11
45	CC(O)C1CCC2C3CC[C@H]4CC(O)CCC4(C)C3CC3(OCCO3)C12C (some centres not stated)	-4	.	-1	-8	2	10	.	.
46	C[C@@H]1CCCCO[C@@H](CN(C)CC2CCCCC2)[C@H](C)CN([C@@H](C)CO)C(=O)c2cc(N(C)C)ccc2O1	6[16.7 µM]	6	.	-5	2	21	0	2
47	COCCNC(=O)C[C@@H]1CC[C@@H](NS(=O)(=O)c2ccc(C)cc2)[C@@H](CO)O1	.	3	-5	-1	0	6	2	8
48	O=C1ON(Cc2ccccc2)C(c2ccccc2)N1c1ccccc1 (configuration not stated)	-4	-8	.	-3	.	0	-5	-11
49	Cc1ccc(NC(=O)C2C(=O)N(C)c3ccccc32)cc1 (configuration not stated)	36	3	-2	2	0	.	-4	-11
50	O=C(/C=C/c1ccco1)Nc1cccc(NC(=O)/C=C/c2ccco2)n1	.	-53	-2	.	.	-4	33	-35
51	O=C(Cc1ccccc1)NNS(=O)(=O)c1ccc(F)cc1	.	-7	5	.	.	.	-1	-1
52	COc1ccc(C2/C=C\CN(CC(C)C)CC(=O)N2Cc2ccc(F)cc2)cc1 (configuration not stated)	-1	-25	11	19	0	11	-1	-1
53	NC(=O)[C@@H]1CC2(CC(c3cccc(NC(=O)[C@H]4CCC(=O)N4)c3)=NO2)CN1C(=O)c1ccc(Cl)cc1 (some centres not stated)	-1	-5	-18	-4	0	-18	-3	-4
54	COC(=O)Cc1[nH]n(-c2ccccc2)c(=O)c1C(C)=Nc1ccccc1	-6	5	-3	12	1	8	1	-20
55	Fc1ccc(NC(=S)NCc2ccccc2Cl)cc1	.	-17	-13	.	.	7	0	-25
56	COc1cccc(C(=O)NCCNC(=O)c2ccc(C)nc2)c1	1	-6	-4	3	3	-16	1	3
57	C[C@@H]1CN([C@H](C)CO)C(=O)c2cccc(NC(=O)c3ccc(-c4nccs4)cc3)c2O[C@@H]1CN(C)Cc1ccccc1	2[16.7 µM]	.	.	5	-2	-9	.	2
58	COc1ccccc1CNC(=O)c1ccc2ccccc2n1	2	-8	5	8	-3	-9	0	5
59	Nc1ccc2[nH]c(=S)[nH]c2c1	10	2	-3	0	-1	5	-1	4

Screening data from PubChem.

Not a hit list, and some 2.5% of all compounds hit somewhere here.
